# DNMT1 inh – blocks human DNA methyltransferase DNMT1. P26358. DNMT1 molecular beacon, Hinp1I cleavage, fluorescence. inhibition (reported as % activation of signal), % at 10 µM. hit rate 0.83% among 360,000. AID 588458; in the data active = inhibition above about 50%
# STEP inh – inhibitors of human striatal-enriched phosphatase STEP; P54829; AID 588621; hit rate 0.25% among 360,000; recombinant STEP, OMFP fluorogenic substrate, fluorescence; inhibition, % at 20 µM;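 active = inhibition at 20 µM, scaled per plate between control wells, above about 37%, limit read from the data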;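 note: 0% = DMSO with enzyme and substrate and 100% = substrate only without enzyme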
# Target sequence (P54829 whole entry, looked up): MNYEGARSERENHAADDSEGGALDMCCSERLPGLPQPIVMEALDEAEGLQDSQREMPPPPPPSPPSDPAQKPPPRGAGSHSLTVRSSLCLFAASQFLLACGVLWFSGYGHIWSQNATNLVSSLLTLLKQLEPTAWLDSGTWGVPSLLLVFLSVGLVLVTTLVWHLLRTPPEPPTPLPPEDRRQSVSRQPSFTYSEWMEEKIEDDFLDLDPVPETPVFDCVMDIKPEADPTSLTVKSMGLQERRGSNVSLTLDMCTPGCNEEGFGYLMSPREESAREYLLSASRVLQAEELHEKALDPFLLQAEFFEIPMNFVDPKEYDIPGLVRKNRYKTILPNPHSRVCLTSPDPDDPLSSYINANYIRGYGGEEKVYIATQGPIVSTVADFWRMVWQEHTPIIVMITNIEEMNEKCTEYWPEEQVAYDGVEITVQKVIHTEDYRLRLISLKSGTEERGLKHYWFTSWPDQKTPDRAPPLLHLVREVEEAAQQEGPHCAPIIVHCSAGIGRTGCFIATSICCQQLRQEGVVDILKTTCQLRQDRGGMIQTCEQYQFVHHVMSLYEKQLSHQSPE
#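 System: STEP phosphatase, cell-free reaction; Buffer or medium: Bis-Tris pH 6.0 buffer with DTT, detergent; Incubation: 20 min at room temperature, dark; Measured by: fluorescence, 480/540 nm.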
# SUMO1 PPI mod – alters human SUMO1 binding to SIM partners. inhibition, % at 20 µM. P63165. hit rate 0.33% among 360,000. SUMO1 binding to a labelled peptide, TR-FRET, 1 h. AID 602429; in the data active = inhibition above about 37%
# Target sequence (P63165 whole entry, looked up): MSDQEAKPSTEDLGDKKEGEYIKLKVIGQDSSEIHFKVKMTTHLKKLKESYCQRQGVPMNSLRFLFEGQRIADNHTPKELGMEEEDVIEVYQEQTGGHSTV
# NadD inh – inhibitors of Staphylococcus aureus NadD; purified NadD enzyme, colorimetric absorbance read-out; inhibition, % at 20 µM; hit rate 0.78% among 360,000; AID 602399; in the data active = inhibition above about 26%; note: some compounds past the cut are filed as inactive
# Rpn11 block – Rpn11 (human) deubiquitinase inhibition; calls only at 20 µM; hit rate 0.59% among 360,000; AID 588493; O00487; human 26S proteasome, Ub4-pepOG fluorescence polarization; 20S core pre-blocked with epoxomicin;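 active = inhibition at 20 µM, scaled to each plate's controls, above about 33%, limit read from the data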
# Tb MetRS inh – Trypanosoma brucei MetRS inhibition; inhibition, % at 11.9 µM; purified T. brucei MetRS, ATP depletion, Kinase-Glo luminescence; hit rate 0.4% among 360,000;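 active = inhibition above a per-plate cutoff of the control wells' mean inhibition plus 3 SD, cut at about 5.5% in these data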;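 note: 0% = DMSO wells median and 100% = median of wells with control inhibitor compound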
#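 Assay system: T. brucei methionyl-tRNA synthetase, purified | Medium: HEPES buffer with MgCl2, KCl, DTT, spermine, BSA, pyrophosphatase | Compound: 11.9 µM single point | Incubation: 15 min enzyme-compound preincubation, 2 h reaction, 10 min detection, 25 °C | Measured by: Kinase-Glo luciferase luminescence reporting remaining unconsumed ATP | Measure: % inhibition normalized to control-well medians | Replication: Singlicate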
# MLLE-PAM2 inh – blocks PAM2 peptide binding to the PABP1 MLLE domain. P11940. GST-MLLE / FITC-PAM2 fluorescence polarization. inhibition, % at 20 µM. hit rate 0.36% among 360,000. AID 588489; in the data active = inhibition above about 35%, passing the limit was not always enough;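 note: plate controls were DMSO wells with GST-MLLE for no effect and wells lacking GST-MLLE protein for full effect; some results filed as inactive read as strong as hits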
# Scp-1 inhibitor – inhibitors of human Scp-1 phosphatase. inhibition, % at 20 µM. Q9GZU7. Recombinant Scp1, phosphopeptide, malachite green phosphate absorbance. hit rate 0.88% among 340,000;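 active = inhibition above about 50% at 20 µM, limit read from the data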;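 note: plate controls were DMSO wells with enzyme for no effect and wells lacking enzyme for full effect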
#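 Times: enzyme reaction 45 min at room temperature, colour 5 min, stabilisation 30 min. Material: SCP-1 catalytic fragment, aa 76-261. Medium: Acidic Tris acetate buffer with magnesium and detergent. Signal: colorimetric free-phosphate detection, absorbance 630 nm. Read-out basis: % inhibition of SCP-1 phosphate liberation. Reagent: Phosphorylated 17-residue peptide substrate.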
# LMPTP block – LMPTP (human) inhibition; P24666; recombinant LMPTP-A, OMFP fluorogenic substrate, fluorescence intensity; inhibition, % at 20 µM; hit rate 0.22% among 360,000; AID 651560;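 active = compounds that cut the enzyme signal by at least half of the control window in the single-dose screen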;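 note: plate controls were DMSO wells with enzyme plus substrate for no effect and substrate without enzyme for full effect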
#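 Assay system: LMPTP-A phosphatase enzyme | Input: 0.625 nM enzyme | Also added: Fluorogenic phosphatase substrate OMFP at 400 µM final | Compound dosing: One test concentration per compound, 20 µM, with 3% DMSO overall | Schedule: 50 min enzyme reaction at room temperature, protected from light | Signal: Fluorescence intensity | Benchmarks: no-enzyme and uninhibited controls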
# CSN inh – blocks human CSN-mediated cullin deneddylation. Q92905. Purified CSN, SCF-Nedd8-OG deneddylation, fluorescence polarization. inhibition, % at 12.5 µM. hit rate 0.38% among 360,000. AID 651999;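 active = pattern-corrected inhibition above about 35%, with an unprinted fluorescence ratio check between 0.5 and 1.5, limit read from the data, passing the limit was not always enough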;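 note: 0% = enzyme with substrate and 100% = substrate without enzyme; some results filed as inactive read as strong as hits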
# Target sequence (Q92905 whole entry, looked up, one chain of several): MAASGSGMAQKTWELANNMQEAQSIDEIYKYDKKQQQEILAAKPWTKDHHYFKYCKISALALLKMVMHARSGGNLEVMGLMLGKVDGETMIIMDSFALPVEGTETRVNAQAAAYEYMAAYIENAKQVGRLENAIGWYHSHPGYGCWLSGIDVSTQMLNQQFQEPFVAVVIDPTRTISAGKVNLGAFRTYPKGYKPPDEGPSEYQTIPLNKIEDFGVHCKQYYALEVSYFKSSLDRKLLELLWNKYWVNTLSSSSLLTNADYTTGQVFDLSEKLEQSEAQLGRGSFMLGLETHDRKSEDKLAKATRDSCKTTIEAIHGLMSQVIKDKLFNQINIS
#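 Test system: Human Csn5 produced in HEK293T cells | Compound: 12.5 µM single point | Times: 90 min, room temperature | Signal: Fluorescence polarization readout | Read-out basis: % inhibition of substrate cleavage by Csn5 | Controls: no-enzyme wells high, enzyme-with-substrate wells low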
# Starred values were filed as active, the others as inactive; i = inactive; nt = not tested or not shown; + = active, no number.
# Results follow in this order: DNMT1 inh	STEP inh	SUMO1 PPI mod	NadD inh	Rpn11 block	Tb MetRS inh	MLLE-PAM2 inh	Scp-1 inhibitor	LMPTP block	CSN inh
O=C(CSc1nc2ccccc2c(=O)n1Cc1ccco1)NCc1ccccc1
    7	1	0	-4	i	-0.1	-52	-4	-2.0	0
CC(=O)N1CCC2(CC1)C(C#N)=C(N)Oc1n[nH]c(C(F)(F)F)c12
    -2	7	-2	3	i	-1.1	-1	-3	-5.6	-1
CC1CN(S(=O)(=O)c2ccccc2)C(C)CN1S(=O)(=O)c1ccccc1 (stereo not drawn)
    0	1	1	0	i	-0.1	-4	16	-1.2	6
CCN(CC)c1ncnnc1-c1ccccc1
    -5	-1	1	0	i	0.6	-4	-10	-0.9	-1
Cc1ccc(Cl)c(NC(=O)COC(=O)c2nn(C)c(=O)c3ccccc23)c1Cl
    0	2	1	-2	i	-0.4	-2	-8	-0.4	2
NC(=O)c1ccc2nc(-c3ccccc3)c(-c3ccccc3)nc2c1
    0	-1	-7	-9	i	-1.3	0	2	-2.0	-3
Cc1cc(C)c(S(=O)(=O)Nc2nccs2)c(C)c1
    1	-1	43*	-1	i	1.0	-1	-10	-0.6	-1
CC1(C(=O)NCc2ccccc2)CCC(=O)N1C1CCN(Cc2ccccc2)CC1 (stereo not drawn)
    nt	nt	1	2	nt	-0.2	nt	nt	-0.1	-4
CN1CCN(S(=O)(=O)c2ccc(NS(=O)(=O)c3ccccc3)cc2)CC1
    0	-5	4	1	i	-0.2	5	-4	-1.1	-5
N#C/C(=C\c1ccc(-c2ccc(F)cc2)o1)C(=O)Nc1nc(-c2cccs2)cs1
    28	1	-16	26	i	0.2	26	-7	0.1	-14
CC(C)(/C=N/O)N(O)C=C1C=CC(=O)C=C1
    -1	5	11	-3	i	-0.3	3	-16	0.4	0
COC(=O)Cn1cnc2c(nnn2-c2ccc(C)cc2)c1=O
    -1	1	-7	-8	i	-0.4	2	-3	-0.7	-10
COc1ccc(OCc2cc(C(=O)N(C)Cc3cc(C4CC4)n[nH]3)no2)c(Cl)c1
    -15	-3	0	3	i	1.9	-10	-5	0.8	1
COc1cc(/C=N/O)cc(Cl)c1OC
    1	1	1	-1	i	-1.1	7	2	-1.9	-5
CN1CCC(OC2c3ccccc3CCc3ccccc32)CC1
    5	-1	1	-7	i	-0.3	7	nt	-1.2	-6
COc1ccccc1N=NNc1ccccc1OC
    0	3	-57	-5	i	-0.4	-17	nt	3.5	3
Cc1cccc(C)c1NC(=O)c1ccc(-c2cc(F)ccc2F)o1
    -1	3	-3	-5	i	0.3	4	nt	-0.1	3
CC(C)[C@H](NC(=O)c1ccc(Cl)cc1)C(=O)Nc1cccc(S(=O)(=O)N2CCOCC2)c1
    0	0	5	2	i	-0.2	-52	nt	-0.1	3
CC[C@]12C(=O)N(C)C[C@H]([C@@H]3C(=O)N(C)C(=O)[C@@H]31)N2C(=O)c1ccc(C(F)(F)F)cc1
    3	1	2	0	i	-0.3	5	-4	0.2	-1
Cc1ccc(NC(=O)CSCC(=O)OC(C)C(=O)Nc2ccc(S(N)(=O)=O)cc2)c(C)c1 (stereo not drawn)
    3	-2	0	-4	i	-0.5	0	-7	-0.6	0
O=C(c1ccc2c3c(cccc13)CC2)N1CCOCC1
    -3	2	-1	3	i	-0.6	9	-9	0.0	-1
S=C(Nc1ccc(Cl)c(Cl)c1)N1CCCC1
    0	-3	-3	-4	i	3.4	-115	-6	-1.1	-4
Cc1ccc(CS(=O)(=O)CCC(=O)NCCC(C)C)cc1
    7	-1	6	-1	i	0.1	19	-2	0.2	0
CC(C)=CC(=O)Nc1ccc(Cl)cc1
    -1	-1	-1	0	i	-1.0	15	-2	-1.6	-2
CC1CCN(CCCCOc2cccc(Br)c2)CC1
    5	-4	0	-3	i	-0.5	-1	-4	-1.8	-1
CC1CCCN(c2nc3c(c(=O)[nH]c(=O)n3C)n2CCSc2nc3ccccc3o2)C1 (stereo not drawn)
    7	2	6	4	i	-1.1	10	-5	-0.4	1
COc1cc([C@@H]2OC[C@@H]3[C@H]2CO[C@@H]3c2ccc3c(c2)OCO3)ccc1O
    7	1	3	-6	i	-0.2	9	-6	-1.0	-2
CCCCN1C(=O)NC(c2ccc(OC)cc2)C(C(=O)OCc2ccccc2)=C1C (stereo not drawn)
    -2	0	4	-1	i	0.0	-9	-1	0.9	-4
Cc1csc(SCC(=O)NC(=O)Cc2ccccc2)n1
    0	1	0	-3	i	1.9	6	-2	-2.4	-1
Clc1ccccc1-c1ccc(CN2CCN(c3ccccc3)CC2)o1
    -3	3	-2	-2	i	0.0	3	-2	1.1	2
O=C(CSc1nnc(C2CCCCC2)o1)Nc1ccccc1Cl
    3	3	5	-4	i	-0.2	10	-5	-0.2	9
Cc1ccc2c(Cl)cc(Cl)c(OCC(=O)NC(C)(C)C)c2n1
    1	3	-7	6	i	-0.7	-4	7	-0.2	4
Cc1nnc(NC2=NCCCCC2)o1
    -4	-1	3	3	i	-0.2	-7	1	-1.4	2
Cc1c(CC(=O)O)c(=O)oc2cc(OCc3ccc(Br)cc3)ccc12
    -4	3	2	-4	i	0.5	-6	-3	-0.3	5
O=C(NCCC1=CCCCC1)C1CC(=O)N(C2CCCCCC2)C1 (stereo not drawn)
    0	-2	-4	-8	i	-0.4	9	-8	-0.4	0
CC(=O)NC1=NN(C(C)=O)C2(CCCC2)S1
    1	-1	-1	1	i	-0.5	15	-3	-0.7	0
CC(=O)c1cc2c(cc1NC(=O)CN1CCOCC1)OCO2
    -2	-1	-4	-1	i	-0.6	-10	-4	-1.2	-3
CC(=O)c1ccccc1C(=O)NCc1cccnc1
    8	1	-1	1	i	0.5	-3	-10	-1.1	-1
COc1cccc(N2CCN(C(=S)NCCc3ccccc3)CC2)c1
    -2	0	-1	-5	i	0.1	-123	-6	0.1	-5
CCCC(=O)Nc1cccc(-c2nc3ccccc3c(=O)o2)c1
    0	-3	20	7	i	-0.4	-8	-13	-0.9	-3

# Nothing new here: an excerpt of the list.
# Results follow in this order: DNMT1 inh	STEP inh	SUMO1 PPI mod	NadD inh	Rpn11 block	Tb MetRS inh	MLLE-PAM2 inh	Scp-1 inhibitor	LMPTP block	CSN inh
COc1cccc(N2CCN(C(=S)NCCc3ccccc3)CC2)c1
    -2	0	-1	-5	i	0.1	-123	-6	0.1	-5
CCCC(=O)Nc1cccc(-c2nc3ccccc3c(=O)o2)c1
    0	-3	20	7	i	-0.4	-8	-13	-0.9	-3

# Later entries:
# Results follow in this order: DNMT1 inh	STEP inh	SUMO1 PPI mod	NadD inh	Rpn11 block	Tb MetRS inh	MLLE-PAM2 inh	Scp-1 inhibitor	LMPTP block	CSN inh
N#C/C(=C\c1ccc(OCc2ccc(Br)cc2)cc1)C(=O)Nc1cccc(C(=O)O)c1
    28	41*	57*	13	i	0.1	9	57*	34	24
CN1OC[C@@H]2CN(C(=S)Nc3ccc(C#N)cc3)[C@H](c3ccc(N4CCCCC4)cc3)C[C@@H]21
    3	3	6	-4	i	-0.9	-46	nt	0.3	-2
Cc1ccc(S(=O)(=O)N2CCN(C(=O)CSc3nnc(C)c(=O)[nH]3)CC2)cc1
    -20	1	-1	6	i	-0.5	13	6	-2.1	8
NC(=O)CC(NC(=O)Cc1ccc(Br)cc1)c1ccc(NCCc2ccc(F)cc2)c([N+](=O)[O-])c1 (stereo not drawn)
    53*	2	-10	-4	i	-0.1	-32	1	1.6	6
O=C(N[C@H]1C=C[C@H](CC(=O)N2CCCCC2)O[C@@H]1CO)c1cccc(F)c1
    nt	nt	-2	nt	nt	0.0	nt	nt	-0.1	-4
COc1ccccc1-n1cc(C(=O)c2cc(Cl)ccc2O)cc(C#N)c1=O
    -5	5	-5	3	+	0.0	-41	5	1.2	4
O=C(Nc1ccc(N2CCOCC2)cc1)c1ccc2c(c1)OCO2
    2	-4	-1	-4	i	0.1	-19	-6	0.2	2
CNc1ccccc1C(C)(C)c1cc(-c2cccc(Br)c2)no1
    -1	2	-2	-1	i	0.0	-31	-4	1.7	15
CN(C)C(=O)N=NC(=O)N(C)C
    -1	-1	-3	0	i	-0.4	32	-6	-1.4	1
COc1ccccc1C(=O)NCC(=O)OCC(=O)N1CC(C)OC(C)C1 (stereo not drawn)
    -1	1	-3	2	i	-0.2	5	-6	-1.0	4
COc1ccc(Br)cc1C(=O)NC(=S)Nc1ccc(Cl)c(C(=O)O)c1
    4	8	15	0	i	-0.8	39	31	3.1	-19
COc1ccccc1C(=O)N/N=C(\C)c1ccc(NC(=O)Cc2ccccc2)cc1
    -4	1	44*	7	i	-0.3	4	1	-1.7	-2
CC1(C)CC(NS(=O)(=O)c2ccc(Cl)cc2)CC(C)(C)N1
    0	-2	-1	-12	i	-0.6	0	-3	0.0	-4
Nc1nonc1NC(=O)CSc1nc2ccccc2s1
    2	1	6	0	i	-0.4	-17	-7	-1.4	1
COC(=O)c1ccc(C)c(NC(=O)CCc2ccc(OC)c(OC)c2)c1
    3	1	-2	0	i	-0.3	-26	-4	-1.9	4
CCOC(=O)c1sc(NC(=O)CN2CCN(c3ccccc3)CC2)nc1C
    7	1	-2	-3	i	-0.2	4	-7	-0.7	1
CC(=C1C2C=CC1C1C(=O)NC(=O)C21)c1ccccc1 (stereo not drawn)
    2	-4	-2	-3	i	0.2	-16	-1	-3.3	2
CC(C)n1c(=O)c2ccccc2n1Cc1cn(CCc2c[nH]c3ccccc23)nn1
    19	-2	1	-5	i	1.6	-6	nt	-1.3	0
O=C(CN1C(=O)c2cccc([N+](=O)[O-])c2C1=O)N1CCN(S(=O)(=O)c2ccccc2)CC1
    4	-2	-39	4	i	0.2	11	-8	-0.7	0
CCCCn1c(N)c(N(CC(C)C)C(=O)CSC(C)C(=O)Nc2cc(C)on2)c(=O)[nH]c1=O (stereo not drawn)
    -2	-1	-2	4	i	0.1	-10	-9	-0.4	2
CC(C)CN(C(=O)CSc1nnc(-c2ccco2)o1)c1c(N)n(Cc2ccccc2)c(=O)[nH]c1=O
    0	-3	4	4	i	-0.4	-13	-7	-0.7	2

# Screening results deposited in PubChem by several laboratories.
